Screening results (PubChem)
TDP2 inh: TDP2 (human) inhibition, absorbance primary screen. inhibition, % at 12.8 µM. O95551. 0.34% of 370,000 active. recombinant TDP2, T5PNP hydrolysis, p-nitrophenol absorbance 415 nm;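 active = inhibition above the mean of all tested compounds plus 3 SD, set per campaign, cut at about 25% in these data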;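 note: 0% = DMSO with enzyme and 100% = buffer with substrate but no TDP2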
Target sequence (O95551 whole entry, looked up): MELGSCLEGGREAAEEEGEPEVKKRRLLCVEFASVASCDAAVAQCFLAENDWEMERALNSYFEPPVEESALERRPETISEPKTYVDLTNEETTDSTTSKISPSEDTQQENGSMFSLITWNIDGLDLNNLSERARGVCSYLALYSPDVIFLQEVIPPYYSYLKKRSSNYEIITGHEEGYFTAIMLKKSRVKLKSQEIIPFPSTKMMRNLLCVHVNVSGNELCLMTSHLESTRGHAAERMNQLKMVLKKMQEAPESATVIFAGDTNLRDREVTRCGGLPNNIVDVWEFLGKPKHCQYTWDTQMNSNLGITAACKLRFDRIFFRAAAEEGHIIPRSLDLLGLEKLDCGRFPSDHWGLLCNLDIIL
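Test system: Human TDP2 enzyme | Reagent: 5 mM T5PNP | Compound dosing: 12.8 µM single point, 1% DMSO | Incubation: Enzyme reaction with compound for 2 h at 37 °C | Technique: p-Nitrophenol epi absorbance | Read-out: % inhibition relative to enzyme-containing and enzyme-free wells | Benchmarks: High control without enzyme, low control DMSO plus TDP2 | Replicates: Singlicate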
ADAM10 inh: ADAM10 inhibition, QFRET primary screen | O14672 | recombinant ADAM10, EDANS/DABCYL FRET peptide cleavage, 3 h | inhibition, % at 7 µM | 0.62% of 370,000 active | AID 720582;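 active = inhibition above a per-campaign cutoff equal to the mean of compounds falling between control-based bounds plus 3 SD, cut at about 20% in these data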;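 note: 0% = DMSO wells while the 100% control is not disclosed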
Tn6 DDE FP: inhibitors of Tn6 peptide binding to human fibrin DD(E) | P02675 | Fibrin DD(E) TRITC-Tn6 fluorescence polarization displacement | inhibition, % at 8.3 µM | 0.21% of 370,000 active;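 active = inhibition above a per-campaign cutoff: mean of compounds within control limits plus 3 SD, cut at about 15% in these data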;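 note: 0% = median of all compound wells on the plate and 100% = blocking peptide control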
proKLK7 act: activates the human kallikrein-7 zymogen. P49862. purified proKLK7, EDANS-DABCYL substrate fluorescence; 100% is mature enzyme control, 0% vehicle. activation, % at 7 µM. 0.9% of 370,000 active;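 active = activation above the mean of all tested compounds plus 3 SD, computed per campaign excluding outliers beyond control limits, cut at about 13% in these data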
PLC-gamma1 inh: inhibitors of human phospholipase C gamma1 | inhibition, % at 12.2 µM | P19174 | 0.84% of 370,000 active | AID 720700 | purified PLC-gamma1, fluorogenic substrate, fluorescence; in the data active = inhibition above about 9.5%
LEDGF integ inh: blocks HIV-1 LEDGF/p75-dependent DNA integration | inhibition, % at 3.7 µM | 0.64% of 370,000 active | TR-FRET IN-LEDGF/p75 DNA integration, Eu/Cy5;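 active = inhibition above the screen-wide mean plus 3 SD, cut at about 13% in these data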;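 note: signal is the Cy5 over europium emission ratio at 671 and 618 nm; 0% = plate median of compound wells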
ASAP1 GAP inh: blocks human ASAP1-stimulated Arf1 GTP hydrolysis | inhibition, % at 16.5 µM | 0.19% of 360,000 active | AID 624377 | Q9ULH1 | GDP FP detection; in the data active = inhibition above about 25%;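 note: 0% = vehicle with enzyme and substrate and 100% = no enzyme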
Target sequence (Q9ULH1 325-724 limits assumed): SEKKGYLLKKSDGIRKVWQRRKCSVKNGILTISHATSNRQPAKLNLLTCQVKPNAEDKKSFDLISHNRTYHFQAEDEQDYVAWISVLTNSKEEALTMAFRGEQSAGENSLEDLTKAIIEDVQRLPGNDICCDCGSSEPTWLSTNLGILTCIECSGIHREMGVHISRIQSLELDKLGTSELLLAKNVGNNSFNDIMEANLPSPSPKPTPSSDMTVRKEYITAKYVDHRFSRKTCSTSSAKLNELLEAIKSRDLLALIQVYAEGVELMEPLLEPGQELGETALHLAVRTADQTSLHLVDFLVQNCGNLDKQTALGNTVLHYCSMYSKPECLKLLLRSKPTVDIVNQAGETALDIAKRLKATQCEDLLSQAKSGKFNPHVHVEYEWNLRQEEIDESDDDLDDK
ADAM17 inh: ADAM17 inhibition, QFRET primary screen; P78536; recombinant ADAM17, EDANS/DABCYL FRET peptide cleavage; inhibition, % at 6.95 µM; 0.83% of 370,000 active;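 active = inhibition above the mean of compounds lying between control limits plus 3 SD, set per campaign, cut at about 8.5% in these data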;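 note: 0% = DMSO-only wells as the low control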
ARFGAP1 inh: inhibits rat ARF GTPase activating protein 1. Arfgap1-stimulated ARF1 GTP hydrolysis, GDP FP detection. inhibition, % at 16.5 µM. 0.26% of 360,000 active. AID 651572;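 active = inhibition above a per-plate limit, mean inhibition of low control wells plus 3 SD, cut at about 25% in these data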;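 note: 0% = DMSO wells with enzyme and 100% = wells lacking Arfgap1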
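Material – truncated rat Arfgap1 GAP domain · Buffer or medium – HEPES-based buffer, pH 7.5 · Reagent – human ARF1(Δ1-17)-GTP substrate · Dosing – 16.5 µM single point, 1.26% DMSO · Schedule – GTP hydrolysis reaction 2 h at 25 °C · Technique – GDP detection by fluorescence polarization · Benchmarks – No-Arfgap1 wells (100%) versus DMSO full-reaction wells (0%) · Repeats – single replicate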
DDE Tn7 FP inh: disrupts Tn7 cyclic peptide binding to fibrin D-Dimer-E complex; FP displacement of FITC-Tn7 peptide from fibrin DD(E); 0% = median of compound wells per plate; inhibition, % at 8.3 µM; 0.13% of 370,000 active;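 active = inhibition above the mean of compounds falling within the control limits plus 3 SD of them, cut at about 14% in these data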;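 note: 0% = plate median of compound wells and 100% = 10 µM Aha-Tn7 peptide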
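Measure: % inhibition scaled between sample-field median and high-control FP; Test system: human fibrin DD(E); Quantity: 2 µM final DD(E) protein; Doses: one dose, 8.3 µM nominal; Schedule: compound with protein 10 min, then 3 h after probe, room temperature; Detection: fluorescence polarization; Medium: Tris buffer with calcium and detergent, pH 7.8.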
The depositor's hits bear a star; x = no result given.

Labels used below – A = TDP2 inh; B = ADAM10 inh; C = Tn6 DDE FP; D = proKLK7 act; E = PLC-gamma1 inh; F = LEDGF integ inh; G = ASAP1 GAP inh; H = ADAM17 inh; I = ARFGAP1 inh; J = DDE Tn7 FP inh
CCOC(=O)N(C)c1c(CC)nc2c(OCc3ccccc3C)cccn12
  A: -1; B: -10; C: -1; D: 0.6; E: 0; F: 2; G: 12; H: -3; I: -11; J: 4

COc1ccc(S(=O)(=O)CCC(=O)N2CCN(c3cccc(Cl)c3)CC2)cc1
  A: -5; B: 4; C: 10; D: 0.1; E: -2; F: -9; G: -25; H: 1; I: 13; J: 9

COc1ccccc1-c1cc(NC(C)=O)c2ncc(-c3cccc(C(F)(F)F)c3)n2c1
  A: -2; B: -22; C: 8; D: 0.3; E: -12; F: 4; G: -3; H: -7; I: -11; J: 1

O=C(c1ccc(Cl)c(S(=O)(=O)N2CCCCCC2)c1)N1CCCCC1
  A: -5; B: -11; C: -2; D: 0.1; E: 2; F: -1; G: 1; H: -4; I: 0; J: -2

CCc1ccc(Nc2nnc(SCC(=O)NC(=O)c3cccn3C)s2)cc1
  A: -9; B: -1; C: -3; D: -0.1; E: 0; F: -4; G: 1; H: 1; I: 9; J: 2

Cc1ccc(CNC(=O)C2CCCN(c3cnccn3)C2)cc1 (stereo unspecified)
  A: -6; B: -40; C: -1; D: 0.7; E: -26; F: 2; G: -2; H: -15; I: 0; J: -3

O=C(Nc1ccc(F)cc1)/C(Cl)=C/c1ccccc1
  A: -1; B: 0; C: 4; D: -0.5; E: 2; F: 2; G: -15; H: 3; I: -11; J: 7

Cc1ccc(/C=C/C(=O)N2CCN(S(=O)(=O)c3ccc(C)c(C)c3)CC2)o1
  A: 6; B: -10; C: -1; D: -0.1; E: -5; F: 1; G: -8; H: -2; I: 11; J: -2

O=C(N/C=N/O)C(c1ccccc1)c1ncc(C(F)(F)F)cc1Cl (stereo unspecified)
  A: -6; B: -11; C: -2; D: -0.2; E: 6; F: 0; G: 0; H: 0; I: 5; J: -7

CSc1ccccc1NC(=O)CN(C)C(=O)Cn1c(=O)oc2ccccc21
  A: -5; B: -1; C: 6; D: 0.1; E: 4; F: -1; G: -2; H: 1; I: 0; J: -10

CCOC(=O)[C@H]1[C@H]2COc3ccc(OC)cc3[C@@H]2N2C(=O)c3ccc(Cl)cc3NC(=O)[C@@]12C
  A: 3; B: -2; C: -9; D: -0.2; E: -2; F: -1; G: 20; H: -2; I: -6; J: -1

O=C(NCCCN1CCN(c2ccc(F)cc2)CC1)NCc1ccccc1
  A: -14; B: 3; C: -7; D: 0.1; E: 3; F: 1; G: x; H: 4; I: x; J: -6

O=C(COC(=O)c1ccc[n+]([O-])c1)Nc1ccc([N+](=O)[O-])cc1Cl
  A: -6; B: -6; C: -6; D: -0.9; E: 8; F: 5; G: 2; H: 5; I: 5; J: 2

CCOC(=O)C1CN(S(=O)(=O)c2ccccc2)C1
  A: 7; B: -4; C: 3; D: -0.6; E: -1; F: 3; G: 12; H: -4; I: -11; J: -1

COc1ccc(C)cc1S(=O)(=O)N1CCN(Cc2ccccc2)CC1
  A: -14; B: 13; C: -1; D: -0.1; E: 5; F: 2; G: 2; H: 5; I: -1; J: -2

Random excerpt: five records from the list, in no set order.
Labels used below – A = TDP2 inh; B = ADAM10 inh; C = Tn6 DDE FP; D = proKLK7 act; E = PLC-gamma1 inh; F = LEDGF integ inh; G = ASAP1 GAP inh; H = ADAM17 inh; I = ARFGAP1 inh; J = DDE Tn7 FP inh
CCOC(=O)[C@H]1[C@H]2COc3ccc(OC)cc3[C@@H]2N2C(=O)c3ccc(Cl)cc3NC(=O)[C@@]12C
  A: 3; B: -2; C: -9; D: -0.2; E: -2; F: -1; G: 20; H: -2; I: -6; J: -1

COc1ccc(C)cc1S(=O)(=O)N1CCN(Cc2ccccc2)CC1
  A: -14; B: 13; C: -1; D: -0.1; E: 5; F: 2; G: 2; H: 5; I: -1; J: -2

COc1ccc(S(=O)(=O)CCC(=O)N2CCN(c3cccc(Cl)c3)CC2)cc1
  A: -5; B: 4; C: 10; D: 0.1; E: -2; F: -9; G: -25; H: 1; I: 13; J: 9

Cc1ccc(/C=C/C(=O)N2CCN(S(=O)(=O)c3ccc(C)c(C)c3)CC2)o1
  A: 6; B: -10; C: -1; D: -0.1; E: -5; F: 1; G: -8; H: -2; I: 11; J: -2

CSc1ccccc1NC(=O)CN(C)C(=O)Cn1c(=O)oc2ccccc21
  A: -5; B: -1; C: 6; D: 0.1; E: 4; F: -1; G: -2; H: 1; I: 0; J: -10

Single entries from the list.
`O=C(N/C=N/O)C(c1ccccc1)c1ncc(C(F)(F)F)cc1Cl` (stereo unspecified) in ADAM17 inh → 0
`CSc1ccccc1NC(=O)CN(C)C(=O)Cn1c(=O)oc2ccccc21` in ADAM17 inh → 1
`O=C(NCCCN1CCN(c2ccc(F)cc2)CC1)NCc1ccccc1` in Tn6 DDE FP → -7
`COc1ccc(C)cc1S(=O)(=O)N1CCN(Cc2ccccc2)CC1` in LEDGF integ inh → 2
`O=C(COC(=O)c1ccc[n+]([O-])c1)Nc1ccc([N+](=O)[O-])cc1Cl` in proKLK7 act → -0.9

(more compounds)
Labels used below – A = TDP2 inh; B = ADAM10 inh; C = Tn6 DDE FP; D = proKLK7 act; E = PLC-gamma1 inh; F = LEDGF integ inh; G = ASAP1 GAP inh; H = ADAM17 inh; I = ARFGAP1 inh; J = DDE Tn7 FP inh
Oc1c(CN2CCCC(C(F)(F)F)C2)cc(Cl)c2ccccc12 (stereo unspecified)
  A: 7; B: -28; C: -5; D: -81; E: -53; F: -5; G: -1; H: -17; I: 6; J: 2

C[C@H]1[C@H](c2ccccc2)Oc2cccc(NCCc3ccccc3)c2S(=O)(=O)N1Cc1ccc(F)cc1
  A: -5; B: -6; C: -1; D: -0.1; E: -2; F: 2; G: 4; H: 0; I: -1; J: -3

Cc1ccc(OC(=O)N(C)C[C@@H]2OCc3cn(nn3)CCCC(=O)N([C@H](C)CO)C[C@H]2C)cc1
  A: 5; B: -8; C: -2; D: 0.1; E: 0; F: 5; G: 6; H: 2; I: -5; J: 8

CCOC(=O)c1csc(COc2ccc(OC)cc2)n1
  A: -6; B: 5; C: 5; D: -0.5; E: -1; F: 5; G: 1; H: -3; I: 9; J: 5

CC1(C(=O)N/N=C/c2ccccc2)CC1(Br)Br (stereo unspecified)
  A: -12; B: 1; C: -15; D: 0.1; E: -2; F: -1; G: 4; H: 1; I: -7; J: -3

COc1ccc(NC(=O)c2oc3ccccc3c2NC(=O)C2CC2)cc1OC
  A: -3; B: 1; C: 11; D: 1.1; E: -15; F: 0; G: -2; H: 3; I: 18; J: 4

CCOc1cc(/C=N/Nc2nc3ccccc3[nH]2)cc(Br)c1OCC(=O)N(C)C
  A: -15; B: -13; C: -2; D: -3.1; E: -107; F: -6; G: 9; H: -9; I: 3; J: 5
